# Screening data as filed in PubChem BioAssay.
# tolC growth inh – blocks growth of E. coli BW25113 tolC mutant. hit rate 2.2% among 65,000. growth inhibition, % at 10 µM (by protocol). OD615;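 active means growth inhibition at or above a cutoff equal to the mean over every tested compound plus 3 SD, cut at about 60% in these data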;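 further: growth measured after 20 h incubation at 37 °C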
#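 Test system: E. coli BW25113 ΔtolC::kan bacteria; incubation: 37 °C, 20 h exposure; medium: LB broth supplemented with 50 µg/mL kanamycin; read-out basis: percent growth inhibition; signal: A615 absorbance measurement; compound: 10 µM final, single dose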
# NADH coupling – blocks coupling enzymes of NAD/NADH assays; hit rate 0.02% among 65,000; coupled PK/LDH NADH assays, four targets; AID 774; IC50, µM (series often up to 10 µM), inactives show top-dose inhibition;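 active means single-dose screening hits from any of four coupled enzyme assays that gave an IC50 when retested across doses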;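 further: the DPM-DC format reads NADH fluorescence rather than 340 nm absorbance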
# * hit, by the source's call; · = not tested or not shown; [ ] = another dose, or the depositor's remark. The list is partial, so the mix of outcomes need not match the whole.
SMILES,tolC growth inh,NADH coupling
O=C1CC(Cc2ccccc2)C(=O)N1CCCn1ccnc1 (stereo unspecified),·,3%
O=c1c2c3c(sc2nc2n1CCCC2)CCC3,-2,5%
CCOC(=O)c1c(NC(=O)c2ccco2)sc(C(=O)N2CCCC2)c1C,-6,1%
CC1SC(c2cccc(Cl)c2)NC1=O (stereo unspecified),-7,3%
O=C(CCCOc1ccccc1)N1CCCc2ccccc21,19,2%
COc1ccc(-c2cc(C(F)(F)F)n3nc(C(=O)N4CCCCC4)cc3n2)cc1,9,4%[fluoresces]
Nc1ccccc1C(=O)Nc1cccc(C(=O)O)c1,8,4%
CNCCc1ccccn1,-15,0%
Nc1ccc(N=Nc2ccccc2)c(N)n1,-3,3%
CCOC(=O)c1ccccc1N1C(=O)CSC1=S,3,3%
COc1ccc(C(=O)Nc2cc(OC)cc(OC)c2)cc1,6,2%
O=C(Nc1nccs1)c1ccc(Cl)c(S(=O)(=O)N2CCCCC2)c1,26,10%
Oc1ccc(Cl)cc1Cc1cc(Cl)ccc1O,100*,0%
CN1CCN(S(=O)(=O)c2ccc(N)cc2)CC1,-27,5%
Cc1csc(SCCn2c(N3CCOCC3)nc3c2c(=O)[nH]c(=O)n3C)n1,-15,3%
c1cncc(-c2csc(NCc3ccco3)n2)c1,-1,1%
O=c1c(N2CCCCC2)coc2ccccc12,-7,3%
O=C(CCc1ccccc1)Nc1cc(Cl)ccc1O,3,3%
O=C1C(C=NCCN2CCOCC2)=C(O)c2ccccc21,-5,0%
C/C(=C\c1ccco1)C1C(C#N)=C(N)Oc2n[nH]c(-c3ccccc3)c21 (stereo unspecified),32,2%
COc1cccc(C2CC(c3cccc(Br)c3)n3ncnc3N2)c1 (stereo unspecified),58,3%
O=C(Nc1ccc(F)cc1)C1CCC(N2C(=O)c3ccccc3C2=O)CC1 (stereo unspecified),17,1%
Nc1nc2n(n1)C(c1cccc(Cl)c1)CC(c1ccc(F)cc1)N2 (stereo unspecified),13,1%
Cc1cc(NC(=O)c2cccc(COc3ccc(Br)cc3)c2)no1,-5,5%
CCn1c(SCC(=O)OC)nc2sc3c(c2c1=O)CCC3,5,3%
c1ccc(Sc2nc(N3CCCCC3)nc(N3CCCCC3)n2)nc1,57,5%
O=C(c1ccc(Cl)cc1)N1CCN(C(=O)c2ccco2)CC1,3,2%
O=C1CC(C2CCCO2)C(=O)N1Cc1ccccc1 (stereo unspecified),-1,2%
C=CCC1(O)C(=O)N2C(=C1C(=O)N1CCOCC1)c1ccccc1CC2(C)C (stereo unspecified),5,1%
O=C(CSc1nnc(-c2ccccc2)n1-c1ccccc1)NCc1ccco1,-2,2%
COC(=O)c1ccc(C)c(NS(=O)(=O)c2ccc(OC)cc2)c1,7,6%
Cc1c(NC(=O)Oc2ccccc2)sc(=S)n1C,-5,4%
O=P(CCC(F)(F)F)(CCC(F)(F)F)CCC(F)(F)F,-7,2%
CC1CCCCN1S(=O)(=O)c1ccc(NC(=O)c2cccs2)cc1 (stereo unspecified),53,2%
CCCc1nc2sc3c(c2c(=O)n1N)CCC3,2,2%
Clc1ccc2oc(-c3ccccc3)nc2c1,-4,2%
O=C(On1c(-c2ccccc2)nc2ccccc2c1=O)c1ccco1,-15,4%
C/C(CC(O)c1ccc2ccccc2n1)=N/O (stereo unspecified),-5,2%
Cn1cc[nH]c1=S,-13,1%
CCOC(=O)c1ccccc1NC(=O)c1cccnc1,2,4%
CCCN1C(=O)c2cc(C(=O)NC3CCCCCC3)ccc2C1O (stereo unspecified),-20,6%
COCCCNC(=O)CN(c1ccc(OC)cc1)S(=O)(=O)c1ccc(NC(C)=O)cc1,-2,4%
N#Cc1c(-c2ccco2)c2c([nH]c1=S)CCCC2,22,14%
CCCn1c(=O)c(C(=O)Nc2ccncc2)c(O)c2ccccc21,18,3%
Cc1cccc(N(CC(=O)Nc2c(C)n(C)n(-c3ccccc3)c2=O)S(C)(=O)=O)c1C,-6,1%
Cc1cc(C)nc(SCCc2ccncc2)n1,-8,6%
Cc1onc(-c2ccccc2)c1C(=O)Nc1sc2c(c1C#N)CCC(C)C2 (stereo unspecified),5,6%
CCCOc1ccc(CCN2CCC(=O)NC2=O)cc1C,1,4%
CC(=O)NC1=NC(=O)CS1,-15,12%
COc1cccc(NC(=O)CCN2CCN(c3ccccc3F)CC2)c1,3,1%
COc1ccc(NC(=O)CCN2C(=O)C3CC=C(Cl)CC3C2=O)cc1 (stereo unspecified),1,3%
Cc1ccc(O)c(C(CC(=O)N2CCCC2)c2ccccc2)c1 (stereo unspecified),-3,1%
O=C(NC1CCSC1=O)c1ccc(Cl)cc1 (stereo unspecified),-7,3%
CSc1ccc(CN2CCC(O)CC2)cc1,-10,22%
Cc1c(C#N)c(N)c(C(=O)c2ccccc2)n1Cc1ccccc1,8,4%
CCOC(=O)c1[nH]c(=O)[nH]c1CSCCO,-13,5%
Cc1cc(C)cc(OCCCCCNCCO)c1,-2,10%
CC(C)Sc1nc(O)c(Cc2ccccc2)c(=O)[nH]1,3,4%
CC(NC(=O)c1ccccc1O)c1ccccc1 (stereo unspecified),8,3%[fluoresces]
Cc1ccc(C)c(C(=O)CC2(O)C(=O)N(C)c3ccccc32)c1 (stereo unspecified),8,3%

# A different layout for some results above.
> COc1cccc(C2CC(c3cccc(Br)c3)n3ncnc3N2)c1 (stereo unspecified)
  tolC growth inh: 58; NADH coupling: 3%
> O=C(Nc1ccc(F)cc1)C1CCC(N2C(=O)c3ccccc3C2=O)CC1 (stereo unspecified)
  tolC growth inh: 17; NADH coupling: 1%
> Nc1nc2n(n1)C(c1cccc(Cl)c1)CC(c1ccc(F)cc1)N2 (stereo unspecified)
  tolC growth inh: 13; NADH coupling: 1%
> Cc1cc(NC(=O)c2cccc(COc3ccc(Br)cc3)c2)no1
  tolC growth inh: -5; NADH coupling: 5%

# 3 compounds picked at random from those above:
SMILES,tolC growth inh,NADH coupling
CC(=O)NC1=NC(=O)CS1,-15,12%
CSc1ccc(CN2CCC(O)CC2)cc1,-10,22%
CC(C)Sc1nc(O)c(Cc2ccccc2)c(=O)[nH]1,3,4%

# Next section:
SMILES,tolC growth inh,NADH coupling
CO/N=C(\C(=O)N[C@@H]1C(=O)N2C(C(=O)O)=C(COC(C)=O)CS[C@H]12)c1csc(N)n1 (stereo in doubt),-18,0%
Cc1sc2c(c1C)c(=O)n(-c1ccccc1)c1nncn21,-1,5%
CC1CCc2c(sc3ncnc(N4CCOCC4)c23)C1 (stereo unspecified),5,3%
O=C(/C=N/O)NCCCN1CCCCCC1,-17,3%
Cc1c(N=Cc2ccc(Cl)o2)c(=O)n(-c2ccccc2)n1C,2,9%
CC1=CCC(C(=O)O)C(C(=O)O)C1 (stereo unspecified),-3,2%
Cc1nc2ccccc2c2nc3ccccc3n12,15,6%
C=CCn1c(SCC(=O)NC2CCCCC2)nnc1-c1ccc(OC)cc1,-1,6%
COC(=O)c1ccc(NC(=O)C23CCC(C)(C(=O)O2)C3(C)C)cc1 (stereo unspecified),-4,2%
COc1ccccc1N(CC(=O)N1CCCCCC1)S(C)(=O)=O,4,3%
Cc1ccc(-n2c3c(cc(C(=O)NC4CCSC4=O)c2=O)C(=O)CC(C)(C)C3)cc1 (stereo unspecified),4,4%
COc1ccccc1NC(=O)C(C/C=C(\C)Cl)C(C)=O (stereo unspecified),7,9%

# Record cards (already shown).
# Shown for `Cc1nc2ccccc2c2nc3ccccc3n12` : tolC growth inh = 15; NADH coupling = 6%
# Shown for `Cc1c(N=Cc2ccc(Cl)o2)c(=O)n(-c2ccccc2)n1C` : tolC growth inh = 2; NADH coupling = 9%

# Next part:
SMILES,tolC growth inh,NADH coupling
O=C(O)CCC(=O)CCC(=O)c1ccc(Cl)cc1,-1,1%
O=C(CSc1nnc(-c2ccco2)o1)NC1CCCCC1,-8,2%
CCS(=O)(=O)N1CCN(CC2CC3C=CC2C3)CC1 (stereo unspecified),-13,16%
O=C(c1ccc(Br)o1)N(Cc1ccccc1)c1ccccn1,15,0%
CC1CCCN(C(=O)CN2C(=O)c3ccccc3C2=O)C1 (stereo unspecified),6,2%
OC(COc1cccc(OCC(O)CN2CCCC2)c1)CN1CCCC1 (stereo unspecified),-16,3%
CCCC(=O)C1=C(O)C(C(=O)OC)C(C)(C)CC1=Nc1ccccc1 (stereo unspecified),3,4%
COc1ccc(CCNc2oc(COc3ccc(Br)cc3)nc2C#N)cc1OC,17,3%
N#CC1=C(N)NC(SCC(=O)Nc2ccccc2)=C(C#N)C12CCCC2,35,7%
O=C(O)C1C2C=CC(C3CC23)C1C(=O)O (stereo unspecified),-16,3%
O=C(O)C1CCCNC1 (stereo unspecified),-10,1%
